Assay outcomes (PubChem)
PP5 inh = PP5 phosphatase inhibitors, primary screen, biochemical, fluorescence | purified PP5c, OMFP substrate fluorescence | inhibition, % at 6.7 µM | 0.18% of 320,000 active;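 active means inhibition above the campaign's mean inhibition across all tested compounds plus 3 SD, cut at about 9.5% in these data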;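 further: 0% = DMSO only and 100% = 100 µM cantharidin control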
proCasp3 act = activators of human procaspase-3 D3A mutant, primary screen, biochemical, absorbance, PC-3 D3A mutant, single concentration | recombinant procaspase-3 D3A, Ac-DEVD-pNA absorbance 405 nm | activation, % at 8.5 µM | 0.11% of 330,000 active | AID 463141, 2010;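 active means activation above the mean of all tested compounds plus 3 SD, cut at about 21% in these data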;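 further: 0% = DMSO alone and 100% = DMSO wells spiked with extra 5 µM PC-3 D3A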
Target sequence (P42574 whole entry D9A/D28A/D175A): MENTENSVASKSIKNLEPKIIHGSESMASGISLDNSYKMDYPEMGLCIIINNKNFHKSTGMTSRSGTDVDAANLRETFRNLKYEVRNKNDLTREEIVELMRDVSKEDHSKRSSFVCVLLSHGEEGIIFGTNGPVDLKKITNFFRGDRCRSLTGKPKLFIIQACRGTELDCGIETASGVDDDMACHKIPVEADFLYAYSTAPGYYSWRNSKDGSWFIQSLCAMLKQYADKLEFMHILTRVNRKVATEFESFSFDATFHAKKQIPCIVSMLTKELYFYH
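material = Procaspase-3 D3A mutant | probe or stimulus = Ac-DEVD-pNA | compound = single dose, 8.5 µM nominal compound, 0.8% DMSO | timing = 1 h preincubation, 2 h reaction | measured by = 405 nm absorbance of p-nitroaniline, reads at 0 and 120 min | benchmarks = DMSO-only low control, 5 µM PC-3 D3A high control | repeats = singlicate, each compound tested once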
PAFAH2 inh = PAFAH2 enzyme inhibitors, primary screen, biochemical, fluorescence polarization, human; Platelet-activating factor acetylhydrolase 2, cytoplasmic (Homo sapiens), Q99487; AID 492956, 2010; 0.99% of 340,000 active; recombinant PAFAH2, FP-rhodamine activity probe; inhibition, % at 3.39 µM;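 active means inhibition above the mean over all tested compounds plus 3 SD, cut at about 30% in these data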;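 further: inhibitors block probe labeling of enzyme so polarization drops; 0% = enzyme with DMSO and 100% = wells lacking PAFAH2 protein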
HCV core dimer = inhibitors of HCV core protein dimerization, primary screen, biochemical, TR-FRET, high-throughput. TR-FRET GST/Flag-core106 dimerization, 1536-well. inhibition, % at 5 µM. 0.33% of 300,000 active;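 active means inhibition above the mean of all tested compounds plus 3 SD, set per screening campaign, cut at about 45% in these data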
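Assay system: GST-tagged and Flag-tagged HCV core protein residues 1-106 / Times: compound-protein-antibody incubation 4 h at 22.5 °C / Signal: time-resolved FRET, ex 340 nm, em 617 and 671 nm / Evaluation: % inhibition based on acceptor/donor emission ratio / Benchmarks: wells lacking GST-core106 and wells with excess unlabelled core106 / Repeats: singlicate, one well per compound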
AHR activator = AHR activators, primary screen, cell-based, luminescence, luciferase reporter, human; Aryl hydrocarbon receptor (Homo sapiens), P35869; AID 2796, 2010; activation, % at 5 µM; 2.5% of 320,000 active; AHR-responsive luciferase reporter cells; in the data active means activation above about 47%;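 further: 0% = vehicle wells and 100% = reference agonist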
TPT1 inhibitor = Candida albicans TPT1 enzyme inhibitors, primary screen, biochemical, fluorescence polarization; tRNA 2'-phosphotransferase TPT1 (Candida albicans SC5314); recombinant caTPT1, FP RNA substrate dephosphorylation; inhibition, % at 5 µM; 0.81% of 300,000 active;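 active means inhibition above the mean of all tested compounds plus 3 SD, set per screening campaign, cut at about 24% in these data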;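 further: plate controls were DMSO alone for no effect and ferristatin control at 100 nM for full effect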
PP1 counter = PP1-alpha phosphatase inhibitors, primary screen, counter-screen for PP5 inhibitor project, biochemical, fluorescence, OMFP substrate, single point; Serine/threonine-protein phosphatase PP1-alpha catalytic subunit (Homo sapiens), P62136; purified PP1alpha; inhibition, % at 6.7 µM; 0.9% of 320,000 active; AID 2235, 2010;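 active means inhibition above the mean inhibition of all tested compounds plus 3 SD, computed separately for each screening campaign, cut at about 15% in these data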
Target sequence (P62136 whole entry, looked up): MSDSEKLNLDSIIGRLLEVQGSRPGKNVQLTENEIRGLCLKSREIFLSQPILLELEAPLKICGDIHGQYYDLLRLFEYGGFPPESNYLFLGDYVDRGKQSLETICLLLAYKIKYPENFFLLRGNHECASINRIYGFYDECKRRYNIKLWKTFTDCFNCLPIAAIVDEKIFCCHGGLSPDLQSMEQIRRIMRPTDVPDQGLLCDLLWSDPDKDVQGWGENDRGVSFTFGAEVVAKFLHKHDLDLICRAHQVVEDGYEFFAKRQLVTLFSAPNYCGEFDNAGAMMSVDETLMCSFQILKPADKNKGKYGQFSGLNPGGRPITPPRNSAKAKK
Fh CTSL1 inh = Fasciola hepatica cathepsin L1 inhibitors, primary screen, counter-screen for PFM18AAP inhibitor project, biochemical, QFRET, fluorogenic peptide substrate; 0.49% of 300,000 active; recombinant F. hepatica cathepsin L1, Z-Leu-Arg-MCA fluorescence; inhibition, % at 5.96 µM;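 active means inhibition above the mean of all tested compounds plus 3 SD, set per screening campaign, cut at about 17% in these data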;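 further: 0% = plate median of test compound wells and 100% = 1 µM Z-Phe-Ala-diazomethylketone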
procasp7 counter = procaspase-7 activators, primary screen, counter-screen for procaspase-3 activator project, biochemical, absorbance, HTS, human; recombinant procaspase-7, Ac-DEVD-pNA absorbance 405 nm; D23A/D198A/D206A triple mutant, cannot self-cleave; scale: DMSO 0, 5 µM enzyme 100; activation, % at 8.5 µM; Caspase-7 (Homo sapiens), P55210; AID 463210, 2010; 0.093% of 330,000 active;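 active means percent activation above the screen-wide mean plus 3 SD, cut at about 25% in these data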
Target sequence (P55210 whole entry D23A/D198A/D206A): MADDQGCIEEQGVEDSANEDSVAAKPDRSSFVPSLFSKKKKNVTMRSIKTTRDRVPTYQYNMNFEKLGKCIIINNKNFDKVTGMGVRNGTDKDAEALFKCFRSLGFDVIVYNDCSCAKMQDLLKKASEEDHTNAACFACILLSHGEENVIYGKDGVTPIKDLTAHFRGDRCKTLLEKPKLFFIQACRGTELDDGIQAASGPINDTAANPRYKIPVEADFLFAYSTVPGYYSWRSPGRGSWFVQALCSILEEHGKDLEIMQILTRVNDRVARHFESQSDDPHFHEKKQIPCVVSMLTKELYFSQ
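System: Procaspase-7 triple mutant (PC-7 D3A); measure: % activation from two-timepoint absorbance difference, scaled to controls; times: 1 h compound preincubation, 2 h substrate cleavage, 25 °C; also added: Ac-DEVD-pNA substrate, 400 µM as added; measured by: Epi-absorbance of released pNA at 405 nm, two timepoints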
* hit, by the source's call; nt = no result given.

SMILES	PP5 inh	proCasp3 act	PAFAH2 inh	HCV core dimer	AHR activator	TPT1 inhibitor	PP1 counter	Fh CTSL1 inh	procasp7 counter
O=C(Nc1cc(Cl)ccc1N1CCOCC1)c1ccc(F)c(S(=O)(=O)N2CCOCC2)c1	3.5	9	1	nt	-1	nt	-4	nt	-4
Cc1ccc(SCC(=O)c2c(C)[nH]c3ccccc23)cc1	5.0	-6	-3	6	43	-3	2	-3	1
Cc1cnc(C(=O)Nc2nnc(C)s2)cn1	-0.6	5	-4	2	0	-1	-5	8	0
Cn1nc(N2CCN(S(=O)(=O)c3ccccc3)CC2)c(=O)n(C)c1=O	0.8	3	9	nt	-1	nt	-2	nt	10
Cn1c(=Nc2ccc(N3CCOCC3)cc2)ccc2ccccc21	1.4	2	0	-4	4	-6	-4	-3	2
COc1ccc(-n2c(C)nc3cc(C(=O)NCc4ccco4)ccc32)cc1	2.2	5	5	5	1	2	-2	-2	1
O=C(Nc1cccc(C(=O)O)c1)/C(=C\c1ccc2c(c1)OCO2)NC(=O)c1ccccc1	-2.7	2	nt	-4	0	1	0	2	6
COc1ccc(NS(=O)(=O)c2ccc(C)c(C(=O)N(C)CC(=O)Nc3cccc(OC)c3)c2)cc1	-2.2	-3	1	3	2	1	-2	3	12
COc1cc(=O)n2c(n1)SCCC2	1.2	1	4	-5	2	20	-1	-2	6
Nc1nonc1-c1nc2ccccc2n1CC(=O)N1CCCCC1	0.9	-4	-5	0	9	3	-5	0	1
CC(C)CC1(C(=O)NCc2ccccn2)C=CCN1C(=O)c1ccccc1 (configuration not stated)	3.7	5	2	-24	2	-5	1	6	-10
O=C(CN1C(=O)CSc2ccc(S(=O)(=O)N3CCCCC3)cc21)NCc1cccnc1	2.9	-5	-1	-8	0	0	-2	4	-9
COc1ccc(C(C(=O)NC(C)(C)C)N(Cc2cccnc2)C(=O)CCC(=O)Nc2cc(C)on2)cc1 (configuration not stated)	-0.2	0	1	-3	2	-1	-3	0	-2
C=CCn1c(SCC(=O)NCc2ccc3c(c2)OCO3)nnc1C1CCCCC1	-0.2	12	3	-6	2	-1	2	-2	-7
COc1ccc(CC(=O)NNC(=O)c2cccs2)cc1OC	0.1	1	4	-2	-2	0	0	3	2
COc1ccc(C(=O)N=C2SC3CS(=O)(=O)CC3N2c2ccc(N(C)C)cc2)cc1OC (configuration not stated)	0.1	5	2	-2	-3	-1	-4	4	0
CC(=O)N1CCN(c2ccc(NC(=O)COc3ccc(Cl)cc3Cl)cc2)CC1	3.0	-1	-5	-1	-6	-3	9	0	5
CCn1cc(C(=O)NCc2ccco2)c(=O)c2cc(F)c(N3CCN(C(=O)c4ccco4)CC3)cc21	1.5	1	-1	56*	-6	-2	18*	-1	7
CN(C)Cc1n[nH]c(=O)c2ccccc12	4.1	6	7	-3	3	1	-1	-4	-6
COc1ccc(NC(=O)N2CCCC(CNS(=O)(=O)c3cccs3)C2)c(C)c1 (configuration not stated)	-0.5	8	-2	-4	3	3	-2	-1	8

Whole records, looked up by structure. Order of screens: PP5 inh	proCasp3 act	PAFAH2 inh	HCV core dimer	AHR activator	TPT1 inhibitor	PP1 counter	Fh CTSL1 inh	procasp7 counter
O=C(CN1C(=O)CSc2ccc(S(=O)(=O)N3CCCCC3)cc21)NCc1cccnc1 in the list: 2.9	-5	-1	-8	0	0	-2	4	-9
CCn1cc(C(=O)NCc2ccco2)c(=O)c2cc(F)c(N3CCN(C(=O)c4ccco4)CC3)cc21 in the list: 1.5	1	-1	56*	-6	-2	18*	-1	7
CC(=O)N1CCN(c2ccc(NC(=O)COc3ccc(Cl)cc3Cl)cc2)CC1 in the list: 3.0	-1	-5	-1	-6	-3	9	0	5

Continued:
SMILES	PP5 inh	proCasp3 act	PAFAH2 inh	HCV core dimer	AHR activator	TPT1 inhibitor	PP1 counter	Fh CTSL1 inh	procasp7 counter
Cc1ccc(C(=O)NCc2ccc3c(c2)OCO3)cc1S(=O)(=O)N1CCOCC1	1.6	1	-8	1	-2	1	-2	-2	9
COc1cc(OC)cc(-c2sc3ccc(OC)cc3c2C#CC2(N)CCCCC2)c1	nt	-23	-4	nt	11	nt	nt	nt	-15
O=C(CSc1n[nH]c(C2CCCC2)n1)NC1CCCC1	0.0	13	-1	-1	1	-5	-6	-4	4
CCCN(CC1CC1)C(=S)NC(=O)c1ccccc1Br	0.3	6	5	nt	1	nt	-2	nt	-3
C/C(=N/O)c1cccc(N2Cc3ccccc3C2)c1	3.8	1	-7	19	10	7	2	-1	-7
NC(=O)[C@H]1CC2(CC(c3cccc(NC(=O)CC(c4ccccc4)c4ccccc4)c3)=NO2)CN1C(=O)c1ccccc1C(=O)c1ccccc1 (some centres not stated)	2.6	2	-37	46*	0	3	19*	-2	12
CSc1ccccc1NC(=O)c1c(Br)cnn1C	0.3	-6	-5	-6	12	-1	1	-3	10
Cc1c(NC(=O)Cn2nc(C(F)(F)F)c3c2CCCC3)c(=O)n(-c2ccccc2)n1C	2.6	-2	6	0	0	-1	-6	0	4
O=S(=O)(c1cc(Cl)ccc1Cl)N1CCc2ccccc21	4.4	2	10	0	0	-3	3	-2	-1
CCOC(=O)c1cc([N+](=O)[O-])sc1NC(=O)CC	-0.9	-1	-6	3	2	-2	1	-2	3
COc1cc(C)ccc1OCc1cc(C(=O)N2CCN(C)C[C@@H]2c2ccccc2)no1	2.8	9	2	-13	13	-4	-1	1	6
COc1ccc(NC(=O)CCS(=O)(=O)c2ccc(Br)s2)cc1	4.2	2	-5	-3	1	-1	2	-1	8
COc1ccc(-n2ncc3c(=O)n(CC(=O)N4c5ccccc5CC4C)cnc32)cc1 (configuration not stated)	1.4	3	-8	7	3	-1	2	0	-4
COCCC(=O)N1CCC(Oc2ccc(C(=O)N3CCCC(OC)C3)cc2)CC1 (configuration not stated)	1.8	7	8	2	-3	0	-2	-1	7
CCOc1ccc(NS(=O)(=O)c2ccc3[nH]c(=O)cc(C(=O)O)c3c2)cc1	0.4	4	5	-4	1	1	-1	-11	2
COc1ccc(CCNC(=O)[C@H](C)NC(=O)[C@@H]2CSC3c4ccccc4C(=O)N32)cc1 (some centres not stated)	-1.3	9	1	-4	0	2	-3	0	-1
O=C(COc1ccc(F)cc1Br)NCc1ccccn1	-3.4	-2	-7	0	-6	2	-11	-10	6
COC(=O)[C@@]12CCCCN1[C@H](c1ccc(-c3cccc(Cl)c3)c(OC)c1)[C@@H]1C(=O)N(C)C(=O)[C@@H]12	2.6	6	4	11	2	-1	5	1	-10
O=C(NCCc1ccc(Cl)cc1)C1CCCO1 (configuration not stated)	1.7	8	-4	8	-1	-1	4	4	11
Cc1ccc2c(c1)c1ncnc(N3CCN(c4ccccc4)CC3)c1n2C	1.1	8	-1	12	28	2	-1	0	0
CC(O)C(NC(=O)OCc1ccccc1)C(=O)OCc1ccccc1 (configuration not stated)	2.3	0	-1	nt	-1	nt	-2	nt	-2
Cc1cccc2c(CCNC(=O)c3ccc([N+](=O)[O-])cc3)c[nH]c12	1.1	0	-3	-3	-1	0	-1	3	1
CCOc1cc2c(cc1OC)C(c1cccc([N+](=O)[O-])c1)NCC2 (configuration not stated)	4.9	2	-2	-2	9	0	-7	-4	5
COc1ccc(CCN2C(=O)CN=C2Nc2ccc(F)cc2)cc1OC	1.4	-7	-7	-4	1	4	-1	8	-3
Cc1ccccc1S(=O)(=O)Cc1ccc(C(=O)NCCCN2CCN(C)CC2)o1	1.5	5	-4	-3	-2	1	1	1	1
CCc1nn(C(CC)C(=O)NCc2cccs2)c(=O)c2cc3occc3n12 (configuration not stated)	-2.4	4	4	3	0	3	-3	2	1
Cc1ccc(CNC(=O)Nc2ccccc2)c(C)c1	-0.5	14	15	-7	13	1	-5	5	-4
O=C(Nc1ccon1)C1CCN(S(=O)(=O)c2cccs2)CC1	-0.3	5	0	-4	1	-2	-2	-3	9
COc1ccc(C2C=C(c3ccccc3)Nc3nnnn32)cc1 (configuration not stated)	3.7	-9	4	-1	29	-2	7	3	6
O=C(c1ccccn1)N(Cc1ccco1)C1(C(=O)NC2CCCCC2)CCCCC1	1.1	5	-3	-2	-2	-2	0	-3	-7
CN(CC(=O)Nc1ccc(OC(F)(F)F)cc1)C(=O)C1CCC1	0.1	-1	0	nt	2	nt	-1	nt	-8
Cc1ccc(C(C(=O)NCc2ccco2)N(C(=O)Cc2cccs2)c2cccnc2)cc1 (configuration not stated)	1.5	1	3	-7	4	-3	0	-4	3
COc1ccc(Br)cc1/C=N/NC(=O)CNC(=O)C1COc2ccccc2O1 (configuration not stated)	3.7	0	1	6	22	-4	3	0	-2
CC(C)c1nc2cc(C(=O)N(C)C3CCOCC3)ccc2o1	2.7	1	3	0	-2	-1	0	3	9
COc1ccc(NC(=O)c2ccc3c(c2)NC(=O)CO3)cc1OC	3.2	3	3	-2	12	0	-4	2	7
C[C@H]1CC[C@@]2(O[C@@H](CCO)C[C@H](O)[C@H]2O)O1	0.4	9	3	1	1	0	-3	-4	7
Cc1ccc(NC(=O)C2CCCN(S(=O)(=O)c3c(C)noc3/C=C/N(C)C)C2)cc1F (configuration not stated)	0.1	-4	-3	7	0	17	1	17*	-1
COc1ccc(N2Cc3cccc(C(=O)N4CCN(C(=O)c5ccco5)CC4)c3C2=O)cc1	-0.4	9	4	85*	0	0	9	2	4
COc1ccc(C2=NN(C(=O)c3cccs3)C(c3ccccc3O)C2)cc1 (configuration not stated)	2.0	-5	-1	1	-7	-3	27*	4	-3
Cc1ccccc1OCC(=O)N=Nc1c(O)n(C)c2ccccc12	0.1	2	-1	0	36	1	-5	-1	4
COc1ccc(Br)cc1C(=O)NC(=S)Nc1c(C)n(C)n(-c2ccccc2)c1=O	-0.2	4	-5	10	16	2	-3	4	4
COc1ccc(C(=O)NC2CCN(C(=S)Nc3cc(C)cc(C)c3)CC2)cc1	0.5	5	1	0	-4	1	1	-1	-10
COc1cc(NC(=O)C2=COCCO2)c(OC)cc1Cl	-2.2	-1	-1	-2	11	-1	0	-1	0
CCCCC(=O)Nc1cccc(NC(=O)C(C)C)c1	-0.5	-4	-8	-1	1	2	-5	-7	1
Cc1ccc(-c2nc(C#N)c(NCc3cccc4c3OCO4)o2)cc1	-0.2	-7	6	0	9	0	-1	-2	-4
COc1ccc(-c2csc(NC(C)c3nc4cc(Cl)c(Cl)cc4n3CCOCCO)n2)cc1 (configuration not stated)	2.5	-5	3	-7	12	-1	2	-2	0
